HIV peptide binding: cell-free HIV fusion peptide-binding blockers – biochemical, uHTS, fluorescence dequenching, primary screen (AID 1986). cell-free peptide binding, fluorescence dequenching, 30 min; higher % means a stronger effect. one-dose inhibition, % at 20 µM; IC50 in µM for titrated hits. actives 0.3% (n = 290,000); in the data active means inhibition mostly above about 52%, no sharp cut-off; inactive means mostly below about 76%; further: some results filed as inactive read as strong as hits
WT yeast gro inh: growth inhibition of WT yeast, mitochondrial fusion screen; mitochondrial fusion phenotypic screen, WT strain; inhibition, % at 10 µM; actives 2.1% (n = 190,000); AID 1362; in the data active means inhibition above about 58%; tested in S. cerevisiae
MT stabilize HCS: stabilizes microtubules in HeLa cells; HeLa tubulin immunostaining HCS, 24 h; share of cells brighter than vehicle mean+2SD; AID 2205; % tubulin-high responders, % at 10 µM; actives 0.83% (n = 200,000);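 active means plate Z-score above 3 for both tubulin-high and condensed-nucleus cell shares, with cell loss under 80%, at 10 µM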;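 further: anti alpha tubulin signal scored within the nucleus-defined area of each cell; some results filed as inactive read as strong as hits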
Insulin prom up: MIN6 insulin promoter up-regulation; MIN6 insulin promoter-GFP reporter, high-content imaging; active compounds read high; AID 1625; z-score at 5 µM; actives 0.3% (n = 190,000);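 active means z-score above 3 at 5 µM with at least 500 cells counted in the well; inconclusive means wells under 500 cells, flagged as cytotoxic or low count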
Dynein transport: dynein cargo transport inhibition; z-score, hits read low; actives 0.47% (n = 220,000); 3617.4 mouse cells, GR-EGFP nuclear translocation imaging; test concentration mostly 20 µM; stimulated with dexamethasone, 1 µM; active compounds read low;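 active means plate z-score of nuclear minus cytoplasmic receptor signal below a set negative limit, without overly bright fluorescence or cell loss, cut at about -3.5 in these data, passing the limit was not always enough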;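 further: z-score of nuclear minus cytoplasmic ring GR-EGFP intensity difference per well; some compounds called inactive have numbers as strong as hits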
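Buffer or medium: Induction medium lacking tetracycline, stripped serum | Also added: Dexamethasone agonist, 1.0 µM final, for 30 min | Timing: 48 h induction, 1 h compound, 30 min dex at 37 °C | Detection: Formaldehyde fixation, Hoechst nuclear stain, 10x automated fluorescence imaging | Measure: Nuclear versus cytoplasmic GR-EGFP signal, averaged per well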
bCat nuc transl: beta-catenin nuclear translocation modulation. HeLa beta-catenin nuclear translocation, immunofluorescence imaging. AID 1665. nuclear translocation activity, % at 5 µM. actives 0.3% (n = 190,000);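 active means nuclear translocation activity above 50% at 5 µM, with a well cell count of 50 or more; inconclusive means wells under 50 cells across six images, flagged as toxic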;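 further: per-cell ratio of nuclear to cytoplasmic median beta-catenin stain intensity; plate controls were DMSO negative control for no effect and GSK-3 inhibitor IX positive control for full effect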
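Assay system: human HeLa cells, native beta-catenin; doses: 5 µM primary, 0.02–20 µM confirmation; incubation: compound treatment 24 h, 37°C, 5% CO2; technique: fluorescence imaging of beta-catenin antibody stain plus DAPI; measure: % activation, nuclear-to-cytoplasmic median beta-catenin signal ratio per cell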
Yfh1-depleted yeast: mitochondrial function rescue without frataxin homolog – Friedreich's ataxia, plus single-dose screen, dose response (AID 1465) | S. cerevisiae Yfh1-off respiration, WST-1 reduction, 72 h; higher fold induction means a stronger effect | one-dose fold induction at 50 µM; EC50 in µM for titrated hits | actives 0.074% (n = 220,000);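 active means fold induction of absorbance versus untreated yeast above a set limit, then at least 30% activation at any dose in follow-up; inconclusive means repeats straddling the limit, or above it without dose testing; inactive means fold induction below the set limit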;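 further: activators that raise dye reduction in frataxin-depleted yeast; strong numbers were not always called active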
Autophagy HCS: alters autophagy in cells; MEF GFP-LC3 puncta imaging; test concentration mostly 10 µM; calls only at 10 µM (by protocol); actives 0.98% (n = 190,000); AID 463193;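 active means percentage of spot-positive cells more than 3 SD above its plate mean, without a fluorescence outlier flag or 80% toxicity; inconclusive means no clear call, values can overlap the other calls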;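 further: spot-positive cell cutoff set from DMSO-treated cells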
AID2073: inhibitors of Mint1-CaV2.2 protein interaction, biochemical, HTRF (AID 2073); HTRF protein-protein interaction, Mint1-CaV2.2; higher % means a stronger effect; actives 0.19% (n = 290,000); one-dose inhibition, % at 20 µM; IC50 in µM for titrated hits; in the data active means inhibition mostly above about 51%, no sharp cut-off; inconclusive means no clear call, values can overlap the other calls; inactive means mostly below about 53%; further: some results filed as inactive read as strong as hits
WT yeast gro inh mutant strain: second read-out of WT yeast gro inh, no call of its own (marks repeat the call); inhibition, %; mitochondrial fusion phenotypic screen, mutant strain inhibition
Dynein transport cytoplasmic EGFP: recorded beside Dynein transport, whose call it bears; z-score; measured here: cytoplasmic GR-EGFP intensity; active compounds read high
Dynein transport nuclear GR-EGFP: second read-out of Dynein transport, no call of its own (marks repeat the call); z-score; measured here: nuclear GR-EGFP intensity;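 lower value marks the stronger effect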
Dynein transport cell count: recorded beside Dynein transport, whose call it bears; z-score; measured here: cell count per field
Insulin prom up cell count: also measured in Insulin prom up; calls as there; cell count; measured here: cytotoxicity, nuclei count;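 total cells summed across four imaged fields per well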
bCat nuc transl cell count 5 µM: recorded beside bCat nuc transl, whose call it bears; cell count; measured here: cell count, cytotoxicity flag
MT stabilize HCS Hoechst-high %: recorded beside MT stabilize HCS, whose call it bears; % Hoechst-high responders; measured here: nuclear condensation Hoechst responders;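 share of cells brighter than vehicle mean plus two SD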
MT stabilize HCS cytotoxicity %: second read-out of MT stabilize HCS, no call of its own (marks repeat the call); toxicity, %; measured here: cytotoxicity by cell density;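 0% = mean cell density of plate MIN control wells and 100% = no cells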
Autophagy HCS cell loss 18 h: also measured in Autophagy HCS; calls as there; toxicity, %; measured here: cell loss, nuclei count;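 cell loss after 18 h compound exposure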
The depositor's hits bear a star; i = inactive; ? = inconclusive; · = not tested or not shown. Outcome played no part in choosing rows; about 4.2% have a hit in one of these screens.

SMILES | HIV peptide binding | WT yeast gro inh | WT yeast gro inh mutant strain | MT stabilize HCS | MT stabilize HCS Hoechst-high % | MT stabilize HCS cytotoxicity % | Insulin prom up | Insulin prom up cell count | Dynein transport | Dynein transport cytoplasmic EGFP | Dynein transport nuclear GR-EGFP | Dynein transport cell count | bCat nuc transl | bCat nuc transl cell count 5 µM | Yfh1-depleted yeast | Autophagy HCS | Autophagy HCS cell loss 18 h | AID2073
COc1ccccc1N(CC(=O)Nc1ccc(C(F)(F)F)cc1)S(C)(=O)=O | 1.3% | 1 | 1 | 2.1 | 1.7 | 5.5 | 0.29 | 1637 | -0.039 | 0.086 | 0.12 | 0.01 | -3.3 | 1082 | i | i | 18 | 0%
O=C1/C(=C\c2ccccc2)CCc2c1[nH]c1ccccc21 | -2.0% | -10 | 4 | 21* | 15* | 55* | 0.38 | 1792 | 0.22 | 0.13 | 0.39 | -0.049 | 0.2 | 1053 | i | i | 36 | 6%
O=C(CSc1n[nH]c(=O)[nH]c1=O)Nc1cccc(S(=O)(=O)N2CCOCC2)c1 | 2.3% | -9 | 2 | 5.5 | 2.2 | 13 | 0.16 | 1204 | 0.91 | -0.27 | 0.75 | -1.5 | 1.9 | 1113 | i | i | -12 | 8%
Cc1cc2c(c(Sc3ccccc3)n1)C(=O)OC2 | -1.4% | -3 | -6 | 7.1 | 2.4 | 9.3 | 0.39 | 1275 | -0.27 | -0.16 | 0.099 | 0.43 | · | · | i | i | 0 | 55%
Cc1sc2ncnc(Sc3ccccc3C(=O)Nc3ccccc3Cl)c2c1C | 2.9% | 12 | -4 | 4.9 | 4.2 | 3.3 | -1.1 | 1335 | -0.25 | -0.27 | -0.38 | 0.3 | 4.8 | 941 | i | i | 12 | 6%
Cc1noc(C)c1/C=N/Nc1ccccn1 | -0.1% | -15 | 8 | 2.1 | 3.2 | 1.0 | 0.24 | 1296 | 0.26 | -0.14 | 0.049 | -0.071 | -1.9 | 1027 | i | i | 9 | -1%
COc1cccc(/C=C2\SC(=O)NC2=O)c1OCc1ccc(C(=O)O)cc1 | 18% | -14 | -1 | 3.8 | 1.6 | 8.8 | 0 | 1392 | -1.2 | -0.14 | -0.7 | 0.72 | 0.9 | 1498 | i | i | 3 | 10%
Cc1ccccc1C(=O)Nc1ccccc1-n1cccc1 | -0.6% | -2 | -4 | 1.2 | 1.2 | 4.6 | -0.27 | 903 | 0.38 | -0.045 | 0.64 | -0.57 | -5.1 | 1246 | i | i | -6 | 2%
COc1ccc(C)cc1NC(=O)CC1COc2ccccc2O1 (stereo not drawn) | -1.8% | 24 | 2 | 1.1 | 1.2 | 3.2 | -0.52 | 1562 | -0.19 | 0.044 | 0.53 | -0.095 | -1.7 | 1064 | i | i | -5 | 1%
CC(=O)c1cccc(NC(=S)NC(=O)c2ccc(Cl)cc2)c1 | -1.0% | 0 | 5 | 2.9 | 1.9 | 4.2 | 0.06 | 1290 | -0.021 | -0.26 | 0.14 | 1.2 | -4.0 | 529 | i | i | 2 | -4%
Cc1cccc(NC(=O)/C=C/c2ccc3c(c2)OCO3)n1 | 0.7% | 26 | 8 | 6.3 | 1.8 | 5.6 | 0.86 | 1383 | 3.4 | 0.18 | 2.6 | -1.8 | -1.7 | 571 | i | i | 3 | -11%
CC1CCc2cc(F)ccc2N1C(=O)CN1C(=O)c2ccccc2C1=O (stereo not drawn) | -2.2% | -11 | -8 | 4.4 | 0.8 | 4.3 | -0.83 | 1252 | 0.22 | 0.022 | 0.33 | 0.69 | · | · | i | i | 3 | 5%
COc1ccc(-c2nc(C#N)c(NCC3CCCO3)o2)cc1 (stereo not drawn) | -2.8% | -11 | -7 | 3.2 | 2.7 | 2.4 | 0.39 | 1836 | -0.011 | -0.09 | 0.0081 | 0.99 | 0.6 | 1046 | i | i | -8 | 29%
COc1ccc(CCNC(=O)c2cc3sccc3n2C)cc1OC | 4.6% | 15 | 19 | 3.7 | 3.0 | 5.4 | -0.51 | 1210 | 2.2 | -0.089 | 1.2 | -1.2 | -1.4 | 1004 | i | i | 7 | 5%
O=C(CSc1nnnn1-c1ccccc1)Nc1nsc(-c2ccc(Cl)cc2)n1 | 1.9% | 20 | 8 | 4.8 | 3.1 | 8.0 | -0.22 | 1199 | 0.64 | -0.063 | 0.65 | -0.071 | 0.5 | 902 | i | i | 15 | 6%
Cc1ccc(SCc2cc(=O)n(C)[nH]2)cc1 | 0.1% | 4 | 7 | 2.0 | 2.7 | 9.7 | 2.2 | 1010 | -1.7 | -0.24 | -0.38 | 0.87 | 0.0 | 982 | i | i | -6 | 0%
CC(=O)Cc1nsc(NC(=O)c2cccc(F)c2)n1 | -1.3% | 16 | 1 | 3.5 | 1.2 | 3.8 | 0.09 | 1458 | 1.2 | -0.17 | 0.7 | 0.011 | -3.3 | 1060 | i | i | -8 | -4%
CC(=O)NC1C(=O)N=C(SCC(=O)Nc2ccc(C(F)(F)F)cc2Cl)NC1=O (stereo not drawn) | -0.8% | -4 | -9 | 1.7 | 2.9 | 9.2 | -0.31 | 1217 | 0.27 | -0.22 | -0.11 | 0.43 | -4.1 | 1057 | i | i | -2 | 0%
CC1Cc2ccccc2N1S(=O)(=O)c1cnc(Cl)c(Br)c1 (stereo not drawn) | 2.1% | · | · | · | · | · | -0.06 | 1100 | -0.7 | -0.061 | -0.35 | -0.36 | -0.6 | 1358 | i | · | · | 2%
COC(=O)C(O)(CC(=O)c1ccc(OC)cc1)C(F)(F)F (stereo not drawn) | 0.6% | -7 | -16 | 2.3 | 2.9 | 8.5 | 0.5 | 1286 | 0.55 | -0.26 | 0.57 | 0.44 | -0.6 | 1062 | i | i | -1 | 0%
O=C(/C=C/c1ccc(Br)cc1)NC1CCCCCC1 | -1.7% | 21 | -16 | 0.3 | 1.2 | 7.1 | 0.15 | 1607 | -0.21 | -0.19 | -0.25 | 0.28 | -0.4 | 1425 | i | i | -2 | 8%
COc1cc(S(=O)(=O)Nc2ccncc2)ccc1F | -1.2% | 19 | -1 | 3.3 | 2.0 | 2.2 | · | · | -0.049 | 0.12 | 0.15 | 0.27 | -0.2 | 1106 | i | i | -24 | -9%
CCOCCCNC(=O)C(NC(=O)CC1NC(=O)NC1=O)c1ccc(Cl)cc1 (stereo not drawn) | 0.9% | 8 | 0 | 3.6 | 2.3 | 8.4 | 0.47 | 1604 | -0.43 | -0.17 | 0.026 | 0.45 | 0.7 | 1440 | i | i | 3 | 0%
CCOC(=O)c1c(NC(=O)C2c3ccccc3Oc3ccccc32)sc(C(C)=O)c1C | -0.1% | -12 | -4 | 1.1 | 0.6 | 7.0 | -0.93 | 987 | -0.86 | -0.18 | -0.45 | 0.64 | -1.1 | 1366 | i | i | 27 | 22%
Cc1ccc(NC(=O)CN2C(=O)S/C(=C\c3cccn3-c3cccc(C(=O)O)c3)C2=O)cc1C | 56% | -10 | -2 | 5.1 | 2.0 | 5.7 | 1.4 | 1536 | -0.44 | -0.39 | -0.27 | 0.59 | -0.8 | 1486 | i | i | 36 | 24%
O=C(NCc1ccco1)C(C(=O)c1ccc(F)cc1)n1ccccc1=O (stereo not drawn) | -1.6% | -8 | 5 | 3.0 | 1.7 | 2.0 | 0.45 | 1007 | -0.95 | -0.44 | -0.57 | 1.1 | -7.3 | 1208 | i | i | -53 | -2%
COc1cccc(OCC(=O)Nc2ccc(OC)c(OC)c2)c1 | 0.3% | 3 | -8 | 1.8 | 1.6 | 3.7 | 0.36 | 1135 | -1.2 | -0.24 | -0.31 | 0.044 | 3.0 | 1119 | i | i | 9 | ?
S=C(Nc1cccc(Cl)c1)N(CCCN1CCCC1)Cc1cccn1Cc1ccc(Cl)cc1 | -0.7% | 81* | 63* | 3.9 | 1.6 | 12 | -0.2 | 1171 | 0.55 | -0.16 | 0.031 | 0.28 | -0.5 | 1119 | i | i | 9 | -2%
CC(=O)c1ccc(-n2c(-c3cc(-c4ccsc4)n[nH]3)n[nH]c2=S)cc1 | 1.4% | 2 | 7 | 2.5 | 1.1 | 3.6 | -0.75 | 1236 | -0.65 | -0.31 | -0.35 | 0.7 | 1.3 | 1103 | i | i | -28 | 18%
CCOC(=O)CC(NC(=O)c1cc2cccc(OC)c2oc1=O)c1cccc([N+](=O)[O-])c1 (stereo not drawn) | -1.5% | 21 | -2 | 5.8 | 2.5 | 5.5 | -0.14 | 1568 | 0.92 | -0.14 | 0.68 | 0.026 | -1.6 | 1080 | i | i | 3 | -8%
NC(=O)CSc1nnc(-c2ccncc2)n1CCc1ccccc1 | 2.9% | 1 | 0 | 5.2 | 2.2 | 6.2 | 0.74 | 1211 | -0.51 | -0.22 | -0.0056 | 0.27 | 2.2 | 1148 | i | i | -9 | 4%
COc1ccccc1NC(=O)c1sc2ncn(Cc3cccc4ccccc34)c(=O)c2c1C | 1.5% | -7 | -25 | 5.2 | 2.3 | 1.2 | 0.37 | 1441 | 0.5 | -0.24 | 0.099 | 0.28 | 2.3 | 1047 | i | i | 10 | 21%
O=c1[nH]c2cc3c(cc2cc1CN(CCN1CCOCC1)C(=S)NCC1CCCO1)OCO3 (stereo not drawn) | 2.3% | 20 | 7 | 0.9 | 0.8 | 0.2 | 0.31 | 1344 | 1.5 | 0.027 | 0.77 | -0.9 | -1.0 | 1066 | i | i | -18 | 4%
